Shiga toxin inh: inhibitors of Shiga toxin in Vero cells. Vero cells, Shiga toxin protein synthesis inhibition reporter. inhibition, % at 38.7 µM. 290,000 compounds, 9.2% hits. AID 2315; in the data active means inhibition mostly above about 28%, no sharp cut-off; inactive means mostly below about 43%; further: 0% is about no effect
Pf growth 48h: inhibits P. falciparum growth in the first generation, 48 h; P. falciparum luciferase growth in erythrocytes, 48 h; Potency, µM (highest dose often 28.7 µM), for inactives: at the highest dose activity change, negative = inhibition, actives largely listed as inhibitors; 310,000 compounds, 5.9% hits; AID 504832; further: potency means the concentration at half of the fitted maximal effect; on the % scale 0 is the no-effect control and ±100 the full control effect
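First compound was added to culture medium, then infected red cells at 0.1% parasitemia and 2% hematocrit (final). After incubation at 37 C under 5% CO2, luciferase detection reagent was dispensed and light output recorded.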
TbPYK inhibitor: blocks Trypanosoma brucei pyruvate kinase. Q57TT1. TbPYK enzyme, Kinase-Glo Plus ATP luminescence, 45 min. Potency, µM (top dose mostly 76.8 µM), for inactives: top-dose activity, negative = inhibition, usual class: inhibitors. 410,000 compounds, 0.12% hits. AID 624173; further: potency means the concentration at half of the fitted maximal effect; on the % scale 0 is the no-effect control and ±100 the full control effect; nearly all actives have a fitted effect of over 50% in size
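Assay buffer: 50 mM TEA pH 7.2, 100 mM KCl, 10 mM MgCl2, 0.05% BSA, 0.01% Tween-20. Pyruvate kinase from T. brucei plus substrate met compound, then ADP (130 uM final). Luminescence was read post 45 min RT.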
Cycloheximide cs: counter-screen for Shiga toxin inhibitors: cycloheximide protein synthesis inhibition; cell reporter, cycloheximide protein synthesis inhibition counterscreen; max response, %; 300,000 compounds, 12% hits; AID 2314; in the data active means max response mostly above about 13%, no sharp cut-off; inactive means mostly below about 14%; further: read at 38.3 µM for the half of the compounds with a filed dose; 0% is about no effect
Pf growth 96h: P. falciparum growth inhibition at 96 hour, primary screen for plastid delayed-death inhibitors; Potency, µM (highest dose often 28.7 µM), for inactives: at the top dose activity change, negative = inhibition, usual class: inhibitors; 320,000 compounds, 6.9% hits; AID 504834; P. falciparum luciferase reporter growth, 96 h; further: potency means the concentration at half of the fitted maximal effect; on the % scale 0 is the no-effect control and ±100 the full control effect
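96 h incubation, 37 C, 5% CO2, of luciferase-reporter P. falciparum-infected RBCs (2% hematocrit, 0.05% parasitemia final) with test compounds; endpoint luminescence.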
HCV inh: inhibitors of hepatitis C virus infection | Potency, µM (titrated, usually from 41.8 µM), for the others: top-dose activity change, negative = inhibition, actives largely listed as inhibitors | 340,000 compounds, 3.4% hits | Huh7.5.1 HCVcc-Cre infection, luciferase reporter, 44 h | AID 651820; further: potency means the concentration at half of the fitted maximal effect; on the % scale 0 is the no-effect control and ±100 the full control effect
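After 44 h co-culture of compound, cells and HCVcc-Cre (~0.5 moi), substrate is added for 15 min at room temperature and luciferase measured over 15 sec. Cells were seeded at 1,000/well and pre-cultured 4 h.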
LmPK inhibitor: LmPK (Leishmania mexicana) enzyme inhibition. purified LmPK, Kinase-Glo ATP luminescence, 1 h. Potency, µM (highest dose often 57.5 µM), for the others: top-dose activity change, negative = inhibition, hits mostly inhibitors. 290,000 compounds, 0.37% hits. AID 1721; further: potency means the concentration at half of the fitted maximal effect; on the % scale 0 is the no-effect control and ±100 the full control effect
Target sequence (Q27686 whole entry, looked up): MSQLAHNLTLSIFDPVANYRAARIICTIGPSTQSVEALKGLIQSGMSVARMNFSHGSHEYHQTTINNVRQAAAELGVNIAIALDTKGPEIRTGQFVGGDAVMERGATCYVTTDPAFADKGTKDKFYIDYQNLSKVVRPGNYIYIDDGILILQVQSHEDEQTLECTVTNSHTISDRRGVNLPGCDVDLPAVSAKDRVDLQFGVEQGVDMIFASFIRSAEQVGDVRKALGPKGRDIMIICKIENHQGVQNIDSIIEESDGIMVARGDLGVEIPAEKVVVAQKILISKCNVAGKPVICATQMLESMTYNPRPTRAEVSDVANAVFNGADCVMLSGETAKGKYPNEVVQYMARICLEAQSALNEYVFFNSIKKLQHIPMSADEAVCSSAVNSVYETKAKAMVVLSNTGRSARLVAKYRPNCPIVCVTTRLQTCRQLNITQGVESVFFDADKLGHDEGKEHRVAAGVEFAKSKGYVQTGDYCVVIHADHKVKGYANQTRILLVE
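0.1 nM LmPK, 0.5 mM PEP, 0.1 mM ADP; 50 mM imidazole pH 7.2, 7 mM MgCl2, 50 mM KCl; 1 h RT. Kinase-Glo luminescence readout, normalized to no-enzyme (full inhibition) and uninhibited wells.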
An asterisk follows results filed as active; ? = inconclusive; . = no result given; + = active, no number; & = joins results of further samples; [ ] = remark or other dose. Unless noted, the call rests on the fitted dose curve; in most records, active means well fitted curve in the direction sought with a large enough effect; inconclusive means small, poorly fitted or top-dose-only effect, or another doubt; inactive means no such curve, though single readings can be large; an effect the other way counts as inactive or inconclusive.

SMILES	Shiga toxin inh	Pf growth 48h	TbPYK inhibitor	Cycloheximide cs	Pf growth 96h	HCV inh	LmPK inhibitor
CCOC(=O)c1ccc(N=Nc2c(C)c(C#N)c(O)[nH]c2=O)cc1	83*	?	-9%	46*	18%	9%	-5%
CCCCC(=O)Nc1ccc(NC(=S)NC(=O)c2ccco2)cc1OC	24	70%[activator]	-7%	5	41%[activator]	?	1%
O=C(NCc1nnc(SCC(=O)N2CCOCC2)o1)c1cccs1	26	12%	1%	1	?	0%	-3%
CCCCn1c(N)c(N(CCC(C)C)C(=O)C2CC(=O)N(c3cccc(SC)c3)C2)c(=O)[nH]c1=O (stereo unspecified)	.	?	1%	.	?	?	.
CCc1ccccc1NC(=O)NC(C)c1ccc2c(c1)OCO2 (stereo unspecified)	-1	5%	4%	-4	?	-17%	-4%
O=C(Nc1ccccc1-c1nnc(SCc2ccccc2Cl)o1)c1ccccc1	-26	?	6%	-3	59%[activator]	-29%	3%
Cc1oc2c(c1C(=O)c1ccccc1)C(=O)C(=O)c1ccccc1-2	-5	9.3µM*	-3%	11	13µM*	10µM*	3%
O=S(=O)(NCCC1=CCCCC1)c1cccc(S(=O)(=O)N2CCOCC2)c1	-17	?	?	6	2%	-13%	6%
COc1ccc(CNC(=O)C2CSCCS2)cc1 (stereo unspecified)	31	36%[activator]	1%	24*	22%	24%	-9%
Cc1c(NC(=O)c2cc(-c3ccc(O)cc3)on2)c(=O)n(-c2ccccc2)n1C	-6	-2%	7%&1%	0	3%	-11%	3%
Cc1c(C(=O)NC2CCN(Cc3ccccc3)C2)oc2c(Cl)cccc12 (stereo unspecified)	-11	6%	5%	3	-2%	-20%	-4%
Cc1ccc(C(=O)O/N=C(\N)c2ccccn2)cc1	-30	?	?	-18	-11%	13%	14µM*
Cc1cccc(OCC(=O)NNC(=O)CCc2ccccc2)c1	-2	17%	-5%	-1	2%	17%	4%
COc1ccc(OC)c(S(=O)(=O)Nc2cccc(-c3ccc(N4CCCCCC4)nn3)c2)c1	9	?	-3%&-2%	7	?	?	6%
C=CCn1c(SCC(=O)N2CCN(C(=O)c3ccco3)CC2)nc2sc(CC)cc2c1=O	-18	?	-1%	2	.	?	2%
O=C(COc1ccc2ccccc2c1)N1CCN(C(=O)c2cccnc2)CC1	-9	0%	2%	9	?	-13%	0%
CCOC(=O)C1=C(C)Nc2ccc(C)cc2S1	8	42%[activator]	-15%	-2	-11%	-5%	4%
Cc1cc(NC(=O)CCCSc2nc(-c3ccco3)cc(C(F)(F)F)n2)n(-c2ccccc2)n1	13	-19%	1%	2	13%	11µM*	1%
COc1ccccc1NS(=O)(=O)c1ccc(C(=O)N2CCCCCCC2)cc1	.	?	7%	.	?	2%	.
O=C(NC(=S)NCCCN1CCOCC1)c1ccc(Br)cc1	25	0%	3%	21*	-6%	14%	-2%
N#CN=C1CCCCCN1CC(N)=O	23	0%	0%	8	62%[activator]	9%	6%
Nc1nc(CN2CCN(Cc3ccc4c(c3)OCO4)CC2)nc(Nc2ccccc2)n1	-11	?	2%	-6	-22%	-17%&3%	2%
O=C(CN1CCN(Cc2ccccc2)CC1)Nc1ccc(Cl)cc1	4	.	-10%	-2	-15%	8%	-1%
COc1ccc(N(C(=O)c2ccncc2)S(=O)(=O)c2cccc([N+](=O)[O-])c2)cc1	25	10%	5%	-2	?	-2%	0%
O=C(/C=C/c1ccc(Cl)c(C(F)(F)F)c1)N1CCN(c2ccccn2)CC1	-2	14%	1%	-4	8%	1%	-4%
COC(=O)c1ccccc1NC(=O)Nc1c(C)n(C)n(-c2ccccc2)c1=O	-20	9%	32%	3	-33%	19%	-12%
Cc1oc(C(C)(C)C)cc1-c1cc(NC(=O)c2ccc([N+](=O)[O-])cc2)n[nH]1	-14	1.9µM*	-5%	2	2.3µM*	-18%	4%
Cc1ccc(-n2c(=O)c3sccc3n(CC(=O)NC3CCCCC3)c2=O)cc1	112*	-9%	3%	12	-5%	3%	-5%
COc1ccccc1/C=N\NC(=O)c1c(C)nc2ccc(Cl)cn12	2	32%[activator]	2%	-3	24%	9%	-1%
CN(Cc1cccnc1)C(=O)c1ccc(Cl)c(NS(=O)(=O)c2ccc(F)cc2)c1	.	?	-1%	.	-25%	10%	.
Cc1cc(C)cc(NS(=O)(=O)c2ccc3[nH]c(=O)[nH]c3c2)c1	-9	-22%	-10%	-1	-3%	?	4%
Cc1ccc(C(=O)N[C@@H](C)CN2C3=NC[C@H](C)N3C[C@H]2Cc2ccc(O)cc2)cc1Br	5	10µM*	.	12	4.1µM*	.	2%
O=C1C(=O)c2ccccc2C([O-])=C1[n+]1ccccc1	22	3.7µM*	-2%	-1	7.4µM*	6%	-5%
CC(C)CNC(=O)c1cc(-c2ccco2)on1	+	273%[activator]	-1%	35*	18%	-18%	-9%
CS(=O)(=O)N1CCN(c2ccc(NC(=O)C(c3ccccc3)c3ccccc3)cc2)CC1	-2	?	-8%	-4	-28%	11%	4%
COC(=O)Cn1cc(C(=O)OC)cc(Br)c1=O	-16	12%	11%	-2	53%[activator]	18%	2%

Overlap with the part before: 3 compounds, followed by the next part.
SMILES	Shiga toxin inh	Pf growth 48h	TbPYK inhibitor	Cycloheximide cs	Pf growth 96h	HCV inh	LmPK inhibitor
CC(C)CNC(=O)c1cc(-c2ccco2)on1	+	273%[activator]	-1%	35*	18%	-18%	-9%
CS(=O)(=O)N1CCN(c2ccc(NC(=O)C(c3ccccc3)c3ccccc3)cc2)CC1	-2	?	-8%	-4	-28%	11%	4%
COC(=O)Cn1cc(C(=O)OC)cc(Br)c1=O	-16	12%	11%	-2	53%[activator]	18%	2%
Cn1cnc([N+](=O)[O-])c1Sc1ncnc2nc[nH]c12	0	?	-11%	0	?	17%	-6%
CCn1cc(C(=O)NCc2ccc3c(c2)OCO3)c(=O)c2cc(S(=O)(=O)N3CCOCC3)ccc21	-8	?	.	11	?	7%	8%
O=P(O)(c1ccccc1)c1ccccc1O	8	2%	-4%	-3	12µM*	7%	2%
CCOc1cc(C2NC(=O)N(C)C(C)=C2C(=O)OC)cc(Br)c1O (stereo unspecified)	-7	13µM*	-6%	-3	5%	?	2%
O=C(CCc1cccc(Cl)c1)N1CCCC(Nc2ccccc2)C1 (stereo unspecified)	12	-7%	3%	-3	-29%	?	-5%
O=C(Nc1nnc(-c2ccc(Cl)s2)o1)C1CC1	8	0%	-3%	25	-2%	8%	1%[11.5 µM]
COc1ccc(/C=C2\SC(=O)N(CCn3cnnn3)C2=O)cc1	83*	365%[activator]	3%	37*	24%	1%	3%
CC1=NN(C(=O)CSCc2ccccc2)C(O)(c2ccc(F)cc2)C1 (stereo unspecified)	-3	-8%	-1%	-2	1%	33%[activator]	0%
Fc1ccc(F)c(NC(=S)NCCc2ccccc2)c1	96*	6%	-2%	30*	42%[activator]	-14%	4%
COc1ccc(S(=O)(=O)NC2(C(F)(F)F)NC(=O)N(CCc3ccc(OC)c(OC)c3)C2=O)cc1 (stereo unspecified)	-1	11%	1%&0%	-1	5%	6%	-7%
N/C(=N\OC(=O)CCCOc1ccccc1)c1ccncc1	19	-16%	-5%	-3	36%[activator]	18%	-4%
COc1cccc(CNC(=O)c2nnn(CC(=O)Nc3cccc(C)c3)c2N)c1	-3	12%	1%	2	?	13%	2%
CCc1cc2c(=O)c(-c3nc(C)cs3)c(CCCC(=O)O)oc2cc1O	8	3%	6%	-5	9.3µM*	5%	-3%
O=C(/C=C/c1cccnc1)c1cc(F)ccc1O	-6	-2%	11%	-3	?	28%	1%
CN1CCCC(OC(=O)c2cccc(Br)c2)C1 (stereo unspecified)	8	4%	-2%	-2	-30%	?	7%
CC(C)c1ccc(C(C(=O)NC2CCCCC2)N(C(=O)c2ccccn2)c2cccnc2)cc1 (stereo unspecified)	-18	10µM*	-8%	5	?	7%	1%
CCc1c(C)sc(NC(=S)N2CCN(S(C)(=O)=O)CC2)c1C(=O)OC	9	-5%	2%	2	15%	-20%	0%
CC(C)(C)NCC(O)(c1ccc(Cl)cc1)c1ccc(Cl)cc1	-14	?	4%	12	?	?	-1%
Cc1ccc(C)c(S(=O)(=O)N2CCCC2CNC(=O)C(=O)NCc2cccs2)c1 (stereo unspecified)	.	?	1%	.	?	-17%	.
Cc1ccc(/C=C2\C(=O)NC(=S)N(c3cccc(F)c3)C2=O)o1	-2	5%	?	-2	?	5%	-4%
Cc1cc(NC(=O)c2ccco2)c(=O)n(Cc2cccc(C(F)(F)F)c2)c1	15	-7%	-8%	-1	5%	?	-2%
COc1ccc2no[n+]([O-])c2c1	12	23%	.	12	35%[activator]	.	-7%
C/C(=N\NC(=O)c1cc(C)oc1C)c1ccc2ccccc2c1	23	10%	0%	17	58%[activator]	-29%	-7%
c1ccc(-c2nc(NCc3cccnc3)c3ccccc3n2)cc1	-2	?	1%	-2	?	10µM*	6%
CC1=C/C(=N\NC(=O)c2ccccc2)CC1	+	32%[activator]	2%	43*	21%	-2%	-2%
COc1ccc(-n2c(Cc3cccn3C)nnc2SCC(=O)Nc2nc(C)cs2)cc1	-6	?	-6%	-6	?	1%	1%
CCOC(=O)c1[nH]c(C)c(C(=O)Nc2cc(OC)ccc2OC)c1C	11	-26%	1%	3	41%[activator]	?	4%
CSCC[C@H](N)C(=O)N1CCC(C(=O)N[C@@H](Cc2c[nH]c3ccccc23)C(=O)O)CC1	-14	0%	-4%	-1	1%	16%	-1%
COc1ccc(NC(=O)c2ccc(Br)o2)cc1	96*	198%[activator]	-7%	36*	130%[activator]	-9%	?
CCCc1cc(=O)oc2c(CN3CCOCC3)c(O)ccc12	-10	?	-3%	10	?	-5%	5%
COc1ccc(CC(=O)N2CC(=O)N(CCc3ccccc3)C(=O)C2)cc1	-17	16%	-1%	2	-29%	19%	2%
Cc1ccc(C(=O)NNC(=O)CSc2n[nH]c(-c3cccnc3)n2)cc1	-5	33%[activator]	-1%	-2	20%	-6%	-2%
Cc1ccc(N(CCC(=O)O)S(=O)(=O)c2ccccc2)cc1	-14	-16%	-7%	0	32%[activator]	15%	-1%
O=C(CN1CCCCCC1)N1c2ccccc2Sc2ccc(C(F)(F)F)cc21	13	13µM*	-13%	1	-26%	-5%	4%
Cc1cc(Cl)ccc1NC(=S)NCc1ccccc1Cl	28	?	-6%	12	-11%	-27%	0%
COC(=O)c1cccc(NC(=O)c2ccco2)c1	4	116%[activator]	1%	-3	?	11%	-4%
CCc1ccccc1Nc1cc(C(=O)NCc2ccccn2)c2ccccc2n1	19	-3%	-10%	14	-15%	?	-1%
COCC1CCCCN1C(=O)CCCn1nnnc1CN1CCC(C)CC1 (stereo unspecified)	0	8%	-1%	7	20%	34%[activator]	2%
O=C(CNC(=O)c1ccc2c(=O)n3c(nc2c1)CCC3)Nc1ccc(F)c(F)c1	.	-7%	3%	.	-2%	5%	.

Screening results from PubChem BioAssay.
